TRPML3 agonist – agonists of human TRPML3 channel | Q8TDD5 | HEK293 TRPML3-YFP, Fluo-8 calcium fluorescence; 100% = the carbachol control signal | activation, % at 3 µM | 220,000 compounds, 0.29% hits;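 active means activation above its plate's cutoff, the mean activation of the plate's test wells plus 3 SD, cut at about 12% in these data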;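 further: 0% = DMSO only wells and 100% = carbachol wells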
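system = HEK293 cells stably carrying human TRPML3-YFP | doses = one concentration, 3 µM nominal, 0.3% DMSO | timing = dye loading 1 h 37 °C then 30 min ambient, 125 s read | detection = Fluo-8 calcium dye fluorescence, ex 470-495, em 515-575 nm | benchmarks = high control carbachol 87 µM, low control DMSO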
EBV gp42 block – blocks Epstein-Barr virus glycoprotein 42 binding; Q1HVG2; Fluorescence polarization binding assay, mP read-out; inhibition, % (tested at 21.74 µM); 220,000 compounds, 0.42% hits; in the data active means inhibition above about 50%
Target sequence (Q1HVG2 whole entry, looked up): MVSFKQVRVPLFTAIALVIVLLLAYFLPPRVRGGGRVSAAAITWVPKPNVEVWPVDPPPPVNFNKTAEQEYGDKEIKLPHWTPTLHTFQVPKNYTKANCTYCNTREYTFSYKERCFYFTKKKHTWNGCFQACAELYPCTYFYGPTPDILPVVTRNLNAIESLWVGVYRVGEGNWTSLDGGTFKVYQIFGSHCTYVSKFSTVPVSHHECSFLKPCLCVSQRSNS
TRPN1 ag – zebrafish TRPN1 (NompC) channel agonism; HEK293 zebrafish TRPN1-YFP, Fluo-8 calcium fluorescence; 100% = response to 87 µM carbachol; activation, % at 3 µM; 220,000 compounds, 0.18% hits;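 active means activation above its plate's cutoff, the mean activation of test wells on that plate plus 3 SD, cut at about 19% in these data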;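 further: 0% = DMSO alone and 100% = 87 µM carbachol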
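Material – zebrafish TRPN1-YFP in HEK293 cells · Doses – 3 µM single point · Schedule – dye 1 h 37 °C plus 30 min RT · Signal – Fluo-8 calcium fluorescence, excitation 470-495 nm, emission 515-575 nm · Read-out – % activation versus carbachol response · Control set – carbachol high, DMSO low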
Tb hexokinase – T. brucei hexokinase 1 inhibition; recombinant TbHK1, G6PDH-coupled NADH A340; inhibition, % at 10 µM; 220,000 compounds, 0.11% hits;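 active means inhibition of 50% or more in the single-dose primary screen; inactive means inhibition below 50%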
KCC2 mod – KCC2 (human) Cl- transport modulation; Q9H2X9; KCC2 cells, thallium flux FluoZin-2 fluorescence; B-score of Tl+ flux slope (higher = more flux/activation; lower = inhibition) at 10 µM; 190,000 compounds, 2.2% hits; AID 1456;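 active means thallium flux slope and its plate-corrected score both differing from the plate sample mean at a set confidence after two filtering rounds, in either direction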;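 further: slope of fluorescence scaled to starting intensity during 10 to 20 s after thallium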
PPC-1+TRAIL kill – kills PPC-1 cancer cells in the presence of TRAIL; PPC-1 cells + TRAIL, ATPLite viability luminescence; cell killing (% activity), % at 4 µM; 220,000 compounds, 0.41% hits; AID 1443;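 active means cell killing above 50% in the first pass at 4 µM, then a duplicate retest at 5 µM averaging 50% or more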;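 further: plate controls were cells with TRAIL plus DMSO for no effect and medium-only wells lacking cells for full effect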
Furin inhibitor – human furin inhibition; P09958; purified furin, fluorogenic substrate cleavage; inhibition, % at 30 µM; 220,000 compounds, 0.061% hits; AID 463115; in the data active means inhibition above about 25%; further: inactives centre near -15
Target sequence (P09958 108-714 limits assumed): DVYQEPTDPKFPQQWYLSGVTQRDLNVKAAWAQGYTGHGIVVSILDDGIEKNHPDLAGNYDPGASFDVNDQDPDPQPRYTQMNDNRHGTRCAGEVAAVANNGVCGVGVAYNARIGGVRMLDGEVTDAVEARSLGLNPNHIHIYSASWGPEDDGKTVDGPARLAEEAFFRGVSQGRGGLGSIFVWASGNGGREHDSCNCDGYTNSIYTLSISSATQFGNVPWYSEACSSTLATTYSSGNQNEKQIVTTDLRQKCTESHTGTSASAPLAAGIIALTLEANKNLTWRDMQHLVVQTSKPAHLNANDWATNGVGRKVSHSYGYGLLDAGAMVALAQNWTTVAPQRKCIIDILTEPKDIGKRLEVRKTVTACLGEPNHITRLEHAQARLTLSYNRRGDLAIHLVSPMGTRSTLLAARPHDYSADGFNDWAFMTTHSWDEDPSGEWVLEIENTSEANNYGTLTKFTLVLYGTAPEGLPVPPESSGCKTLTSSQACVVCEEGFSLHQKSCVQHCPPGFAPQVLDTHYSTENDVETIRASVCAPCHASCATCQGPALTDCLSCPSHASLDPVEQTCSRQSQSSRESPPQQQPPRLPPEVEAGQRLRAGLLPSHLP
thrombin 1536 – thrombin (human) inhibition | P00734 | alpha-thrombin, Boc-VPR-AMC fluorogenic substrate cleavage | inhibition, % at 5 µM | 220,000 compounds, 0.26% hits | AID 1046;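 active means inhibition at or above 40%; inactive means inhibition below 40%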;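 further: 0% = enzyme with no compound and 100% = wells without enzyme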
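Assay system: human alpha-thrombin enzyme. Reagent: Boc-VPR-AMC substrate, 15 µM final. Compound dosing: one concentration per compound, 5 µM, with 0.2% DMSO. Incubation: room-temperature reaction. Technique: AMC fluorescence, 355/460 nm. Measure: % inhibition relative to enzyme controls and enzyme-free blanks.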
Calpain2 inh – inhibitors of pig calpain II. AID 1236. 220,000 compounds, 0.37% hits. purified calpain II, fluorogenic peptide substrate, 30 min. inhibition, % at 16 µM;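 active means inhibition above about 50%, limit read from the data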
* hit, by the source's call; i = inactive; / = no result given; [ ] = another dose, or the depositor's remark.

The first 3 records (preview)
SMILES	TRPML3 agonist	EBV gp42 block	TRPN1 ag	Tb hexokinase	KCC2 mod	PPC-1+TRAIL kill	Furin inhibitor	thrombin 1536	Calpain2 inh
Cc1nc(NC(=O)COC(=O)CCS(=O)(=O)c2ccccc2Cl)c(Cl)cc1Cl	-0.8	-16	-1.6	-5	0.28	20	-17[20 µM]	1	-24
Cc1cc(C)nc(N2N=C(C(C)(C)C)CC2=O)n1	-0.1	-23	1.1	-12	/	-8	-9[20 µM]	2	22
CCOc1ccc(-n2c(-c3ccc(Br)cc3)c[n+]3c2CCCCC3)cc1	0.4	5	-0.9	16	-0.44	2	-7	4	12

All compounds of this part, from the start:
SMILES	TRPML3 agonist	EBV gp42 block	TRPN1 ag	Tb hexokinase	KCC2 mod	PPC-1+TRAIL kill	Furin inhibitor	thrombin 1536	Calpain2 inh
Cc1nc(NC(=O)COC(=O)CCS(=O)(=O)c2ccccc2Cl)c(Cl)cc1Cl	-0.8	-16	-1.6	-5	0.28	20	-17[20 µM]	1	-24
Cc1cc(C)nc(N2N=C(C(C)(C)C)CC2=O)n1	-0.1	-23	1.1	-12	/	-8	-9[20 µM]	2	22
CCOc1ccc(-n2c(-c3ccc(Br)cc3)c[n+]3c2CCCCC3)cc1	0.4	5	-0.9	16	-0.44	2	-7	4	12
O=C(CSCc1cccc(Br)c1)N/N=C/c1ccc2c(c1)OCO2	0.4	6	0.3	2	0.094	4	-21	0	32
C/C(=N\OCC(=O)N/N=C/c1ccccc1)c1cccs1	0.1	2	-0.9	-6	-0.041	6	-6[20 µM]	-1	12
CS(=O)(=O)N(Cc1ccc(Cl)cc1)c1ccc(C(=O)NCCSCc2ccco2)cc1	0.5	-7	2.1	-1	/	-8	-27[20 µM]	1	-40
O=C(O)C(c1ccccc1)N1CCCC1 (stereo not drawn)	0.2	11	2.8	-2	-0.0017	26	-16	-8	8
Clc1ncccc1-c1nc2ccccc2n1Cc1ccccc1	-0.1	-7	-2.2	-5	1	9	-17[20 µM]	-1	-22
Cc1c(Cl)ccc2c1NC(=O)[C@]21N[C@@H](CCC(N)=O)[C@H]2C(=O)N(c3ccc(F)cc3)C(=O)[C@H]21	0.0	-1	-0.1	22	-0.35	16	-1	-2	3
COc1ccc(-c2c(C(C)=O)c(C)nc3sc4c(=O)[nH]nnc4c23)cc1	0.3	0	-0.7	26	-1	17	-9	-2	0
CCOC(=O)Cc1c(C)nc2c(-c3ccc(Cl)cc3)c[nH]n2c1=O	0.1	10	-1.1	-15	0.99	46	0	-4	i
Cc1cc(=O)oc2cc(OC(C)C(=O)N3CCCc4ccccc43)ccc12 (stereo not drawn)	-0.6	-14	-0.4	-9	-0.11	34	-15[20 µM]	3	8
O=C(NCc1cccnc1)c1ccc(COc2ccccc2Cl)cc1	1.8	-3	6.4	3	-3.3	-1	-33	1	18
CC(C)(C)NC(=O)Cn1nc(C(F)(F)F)c2c1CCCC2	0.4	-8	0.1	3	-0.0072	14	-14	-4	19
O=C(COC(=O)Cc1ccsc1)NCC12CC3CC(CC(C3)C1)C2	-1.3	-15	-0.6	-8	-0.61	6	-13[20 µM]	2	-8
O=C(NNc1ccc([N+](=O)[O-])cc1)C1CC2CCCC(C1)C2=O (stereo not drawn)	-0.2	3	0.8	-18	/	18	6[20 µM]	-4	-13
CCOc1ccc2[nH]c(=O)c(CN(CCc3ccccc3)C(=O)N3CCOCC3)cc2c1	-0.6	-12	1.3	-6	0.71	14	-16[20 µM]	0	-71
Cc1csc(NC(=O)CSc2nc3sc(C)c(C)c3c(=O)[nH]2)n1	3.0	-20	0.1	2	/	19	-19	1	-9
CC(=O)c1c(C)[nH]c(C(=O)Nc2ccc(Cl)c(S(=O)(=O)N3CCOCC3)c2)c1C	3.1	-15	5.4	-2	0.44	7	-32	-1	-11
FC(F)(F)c1cc(-c2ccco2)nc(N2CCN(c3ccccc3)CC2)n1	0.7	-4	1.0	-5	/	11	-4[20 µM]	-2	12
COc1ccc(CN2CCOCCOCCOCCOCC2)cc1	0.4	-13	1.2	-9	0.64	3	-30	0	5
CCO[C@@H]1OC(C(=O)N2CCN(Cc3ccc4c(c3)OCO4)CC2)=C[C@H](C)[C@H]1CCCO	0.8	-4	0.3	-14	1.3	12	-19	2	3
O=C1CC2CS(=O)(=O)CC2N1c1ccc(Cl)cc1Cl (stereo not drawn)	0.9	-9	0.6	2	0.55	5	-11[20 µM]	1	-10
CCC(C)(C)n1nnnc1CN1CCN(C(c2ccccc2)c2ccccc2)CC1	-1.2	-2	-2.9	-5	-2.5	20	-4[20 µM]	6	28
COc1ccc(-c2cc(=O)[nH]c(NCc3ccccc3)n2)cc1	0.3	-8	-0.7	5	-1.2	7	-7[20 µM]	1	38
Cc1cc(=O)n2nc(N3CCCC(C(=O)N4CCOCC4)C3)sc2n1 (stereo not drawn)	1.0	-8	1.2	-3	0.64	16	-15	2	-19
COc1cccc(NC(=O)COC(=O)c2ccco2)c1	0.1	-3	-0.4	-1	0.15	8	-29[20 µM]	0	7
CN(C)S(=O)(=O)c1ccc2nnn(OCC(=O)NC34CC5CC(CC(C5)C3)C4)c2c1	-0.3	-6	1.6	1	-0.1	-18	-13	-14	34
CCC(=O)NC(Nc1cc(C)cc(C)n1)(C(F)(F)F)C(F)(F)F	0.3	-17	-0.9	2	2	-9	-11[20 µM]	-2	-8
O=C(/C=C\c1ccccc1)Nc1ccc(NC(=O)c2ccco2)cc1	0.8	-18	2.7	-2	-0.55	8	-22	-6	7
CN(C)S(=O)(=O)c1ccc(Cl)c(NC(=O)CSc2nnnn2-c2ccc(O)cc2)c1	1.6	-3	1.8	10	-1	-1	-4	3	13
Cc1ccc(NC(=O)CCC(=O)NNC(=O)NC23CC4CC(CC(C4)C2)C3)cc1C	1.0	6	0.1	-6	-0.097	-16	-10	-6	-34
Cc1[nH]c2ccccc2c1C(=O)CN1CCCC1	1.0	-8	0.9	-7	/	8	-20	2	29
CC(C)COc1ccc(C(=O)N/C(=C/c2cccc([N+](=O)[O-])c2)C(=O)O)cc1	0.0	-11	1.3	20	0.018	-4	-9	1	-3
Cc1ccccc1-n1nc2c(c1NC(=O)c1ccc(S(=O)(=O)N(C)C)cc1)CSC2	0.4	-18	0.8	1	0.85	0	-16	5	-3
COc1ccc(CCNC(=O)COC(=O)c2cnccn2)cc1	0.4	-18	0.4	-1	-0.028	11	-19	1	-63
Cc1cccc(OCC(O)CN2C(C)(C)CC(O)CC2(C)C)c1C (stereo not drawn)	1.3	-22	1.4	5	-0.076	9	-5[20 µM]	5	16
S=c1[nH]nc(COc2ccc3ccccc3c2)o1	0.2	-9	-0.9	8	-5.7*	-6	-21[20 µM]	0	-15
COc1cc(C(=O)N(Cc2ccco2)Cc2cc3ccccc3[nH]c2=O)cc(OC)c1OC	0.5	-22	0.8	-17	-0.012	3	-15	-20	-32
O=C1CSC(c2cn(-c3ccccc3)nc2-c2cccs2)N1CC1CCCO1 (stereo not drawn)	-0.9	17	0.3	-10	-2	-15	-7[20 µM]	3	44
COCCNC(=O)CS(=O)(=O)Cc1nc(-c2ccc(C)cc2)oc1C	0.4	-11	0.7	7	/	6	-20	-3	-11
Cc1c(N)c(C(C)(C)C)cc(C(C)(C)C)c1[N+](=O)[O-]	0.6	15	-1.0	-2	-0.36	-2	-15	-8	14
Cc1cccc(CN2CCN(c3nc4nonc4nc3NC3CC3)CC2=O)c1	0.6	-6	-0.7	-26	0.0027	18	-21	0	-10
C=CCOCCN(C)C1=NS(=O)(=O)c2cc([N+](=O)[O-])ccc21	0.9	2	0.2	-3	-0.77	17	-12	-3	-2
Cc1nc2nc(SCC(N)=O)[nH]c2cc1Br	0.5	-14	1.6	-5	0.51	9	-21	2	-1
CCCCc1ccc(NC(=S)NCc2ccccc2OC)cc1	-0.5	-8	-1.5	3	0.41	17	-16	-1	6
O=C(CC(=O)N/N=C/c1ccc(Cl)cc1Cl)NCc1ccccc1	-0.2	-22	1.0	-14	0.065	3	-16[20 µM]	-4	8
CCN(C(=O)c1cc(Cl)ccc1OC)c1ccccc1C	0.4	4	-1.0	5	-1.4	38	-14[20 µM]	-2	-18
COc1ccc(CCN(C)CCC(=O)Nc2cccc(C)c2)cc1OC	0.5	-13	0.1	0	0.24	10	-24	-7	-13
CCN(CC)S(=O)(=O)c1ccc(C(=O)OCC(=O)NCc2ccco2)cc1	3.1	-4	1.9	-1	-0.073	7	-21	-10	-170
CCCCc1nc2sc3c(SCC(=O)NCc4ccco4)ncnc3c2c2c1CCC2	0.5	-15	-0.1	-12	-1.4	6	-10[20 µM]	0	-73
COC(=O)C1CCN(C(=O)Nc2ccc(OC)cc2)CC1	1.1	-31	0.7	2	-0.45	3	-14[20 µM]	0	12
CC/C(=N\NC(=O)OC)c1ccc(OC(F)F)cc1	0.7	10	-1.5	-1	1.4	8	-14	-6	12
Cc1c(NC2(C#N)CCCC2)c(=O)n(-c2ccccc2)n1C	0.1	6	-1.2	-2	-0.67	19	-21	-10	-25
CCOC(=O)N1CCN(S(=O)(=O)c2cc(OCC)ccc2OCC)CC1	-0.4	-22	-0.8	-2	-0.35	-3	-18	0	-16
CC(=O)c1c(N2CCCCC2)nc(=S)n(-c2ccccc2)c1C	-0.1	1	0.9	-11	0.85	2	-22	-2	3
Cc1ccc(-c2nnc(CCC(=O)NCc3csc(C)n3)o2)s1	0.3	0	-0.1	9	0.74	-4	-20	1	-12
COc1cc2c(cc1OC)CN(CC(=O)NC(=O)NC(C)(C)C)CC2	0.4	-3	-1.4	3	0.59	-41	-29	1	-77
COC(=O)[C@H](C)NC(=O)NC1CCN(Cc2ccccc2)CC1	0.7	-23	0.9	5	0.58	-10	-8[20 µM]	-1	-14
COc1ccc(CC(=S)N2CCOCC2)cc1	0.6	-8	0.4	0	-0.035	27	-12[20 µM]	9	14

Next section:
SMILES	TRPML3 agonist	EBV gp42 block	TRPN1 ag	Tb hexokinase	KCC2 mod	PPC-1+TRAIL kill	Furin inhibitor	thrombin 1536	Calpain2 inh
COCCNC(=O)CSc1ncnc2sc(-c3ccccc3)cc12	0.5	-6	-1.2	-20	7.5*	6	-23	-1	7
Cc1ccc(-c2csc3nc(-c4ccncc4)[nH]c(=O)c23)cc1	3.0	-120	9.7	-27	0.041	14	-28	0	-142
COC(=O)C1C(O)=C(C=Nc2ccc(N)cc2)C(=O)CC1(C)C (stereo not drawn)	0.2	9	-0.1	-36	0.19	6	5[20 µM]	-4	23
Cc1ccccc1NC(=O)c1ccc(-c2ccc(Cl)cc2Cl)o1	-0.3	-8	-0.4	4	/	18	-17[20 µM]	-2	-2
COc1ccccc1C(=O)NCC(=O)OCC(=O)Nc1cccc(S(=O)(=O)N2CCCCCC2)c1	0.4	0	0.8	-4	-1.1	-10	-19	-10	34
O=C1CCC(=O)N1c1nc2n(n1)C(c1ccccc1)C=C(c1ccc(Br)cc1)N2 (stereo not drawn)	0.1	51*	-0.3	23	/	4	-10	11	-336
CCOC(=O)c1nn(-c2cccc(OC)c2)c2nc(Nc3ccccc3)cc(=O)n12	-1.2	-148	-1.0	-19	/	26	-11	-2	-74
O=C(NCc1ccncc1)c1cc2ccccc2nc1Cl	0.5	-5	0.9	10	0.008	-9	-11	-6	14

Screening data deposited in PubChem BioAssay by several laboratories.
